Screening results (PubChem BioAssay)
T cell modulator – modulates CD8 T cell binding to vesicles. actives 0.068% (n = 330,000). AID 2052. calls only at 7 µM. 2C CD8+ T cell-vesicle binding, flow cytometry; stronger effect = lower value;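 active means response, share of CD8 T cells binding vesicles, and their 90th percentile fluorescence all below set limits, cut at about 80% in these data, passing the limit was not always enough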
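Read-out – percent CD8+ FL2 mean versus row control · System – murine 2C transgenic CD8+ T lymphocytes · Times – 1.5 h cell–vesicle binding at 37 °C, then 20 min icy labelling · Control set – naked vesicles low, QL9 vesicles with vehicle high · Detection – cytometric PE anti-B7-1 and Alexa647 anti-CD8 signals after 1% paraformaldehyde fixation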
Myeloid diff MLP – promotes myeloid progenitor differentiation. ER-HoxA9 myeloid progenitors, lysozyme-GFP differentiation, flow cytometry. calls only at 10 µM. actives 1% (n = 360,000). AID 624256;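 active means normalized GFP-positive differentiation at or above the plate's own cutoff, the solvent-only control mean plus 3 SD; inconclusive means no clear call, values can overlap the other calls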;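 further: cells exposed to compound for four days before flow analysis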
Hep lipid drop – modulators of hepatic lipid droplet formation | AID 1656 | inhibition, % at 6.5 µM | actives 0.4% (n = 240,000) | AML12 mouse hepatocytes, oleate lipid droplets, BODIPY imaging;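 active means lipid droplet intensity inhibited by at least 50%, with more than 500 cells counted; inconclusive means wells with under 300 cells, treated as cytotoxic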
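Test system: AML12 mouse liver cells; schedule: overnight exposure; technique: high-content imaging of BODIPY-stained droplets and DAPI nuclei; read-out: % inhibition of corrected integrated BODIPY droplet signal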
Hep lipid drop cells 6.5 µM – further read-out of Hep lipid drop, marked with its call; cell count; measured here: cell count, cytotoxicity flag;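 cells counted across two imaged fields per well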
T cell modulator vesicle-bound % – recorded beside T cell modulator, whose call it bears; double positive events, %; measured here: CD8+ vesicle-bound cell fraction;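 binding gate set so that unloaded-vesicle control wells show 10% double positive cells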
Myeloid diff MLP GFP+ MAC1+ % – further read-out of Myeloid diff MLP, marked with its call; GFP+ MAC1+ double positive, %; measured here: differentiation confirmed by MAC1 staining
* marks the source's active call; other numbers are inactive results; i = inactive; ? = inconclusive; / = not tested or not shown.

SMILES	T cell modulator	T cell modulator vesicle-bound %	Myeloid diff MLP	Myeloid diff MLP GFP+ MAC1+ %	Hep lipid drop	Hep lipid drop cells 6.5 µM
COc1ccc(CNS(=O)(=O)c2cc(-c3cc(C)no3)ccc2C)cc1OC	i	58	i	1.4	4	730
COc1ccc(S(=O)(=O)Nc2c(C)cccc2C)cc1-n1cnnn1	i	18	i	0.8	11	792
CN(C(=O)c1cc2ccccc2cc1O)C1CCCCC1	i	17	i	0.9	-6	767
CCCCn1nc(C(=O)NNC(=O)c2ccncc2)c2ccccc2c1=O	i	61	i	1.0	14	720
Cc1nn(CC(=O)N2CCCC2)c(=O)c2nn(-c3ccccc3)c(C)c12	i	24	i	0.7	4	762
CCOc1ccc(-c2cnc(NCc3cccc4ccccc34)n2CCOC)cc1	i	49	i	0.9	-31	797
CCCNC(=O)COc1coc(CN2CCN(c3ccccc3F)CC2)cc1=O	i	9	i	0.0	17	691
Cc1cccc(-c2ocnc2C(=O)N2CCN(C(=O)c3cccs3)CC2)c1	i	45	i	4.3	8	803
COc1cc(C(=O)NCC2(c3ccccc3)CCCC2)ccc1OC(C)C	i	40	i	0.0	-5	826
CC1CCCCC12NC(=O)N(CC(=O)OCC(=O)c1ccc(OC(F)F)cc1OC(F)F)C2=O (centres undefined)	i	57	i	0.5	0	851
COc1ccc(CCNS(=O)(=O)CC23CCC(CC2=O)C3(C)C)cc1OC (centres undefined)	i	66	i	0.5	-2	811
CCOc1ccc(/C=N/Nc2cc(N3CCOCC3)nc(C)n2)c(O)c1	i	58	i	0.4	17	831
N/C(=N\N=C/c1ccc(F)cc1)N/N=C\c1ccc(F)cc1	i	46	i	1.0	-1	791
COCC(C)NC(=O)c1ccc2c(c1)S(=O)(=O)c1ccccc1C2=O (centres undefined)	i	33	i	0.7	1	819
O=C(CNc1ccc2ccccc2c1)N/N=C/c1ccncc1	i	38	i	2.0	43	683
Cc1nnc(NC(=O)C23CC4CC(CC(C4)C2)C3)s1	i	30	i	0.8	-8	798
Cc1ncc([N+](=O)[O-])n1S(=O)(=O)c1cc(Br)ccc1Br	i	6	i	0.9	-8	782
O=C(CC1C(=O)NCCN1CC1CCCCC1)NCCCN1CCOCC1 (centres undefined)	i	67	i	1.2	6	807
COCCNC(=O)CSc1nc2sccc2c(=O)n1-c1ccccc1	i	24	i	1.0	2	760
COCC(=O)N1CCC(Oc2ccc(C(=O)N3CCCCC3COC)cc2)CC1 (centres undefined)	i	11	i	1.3	3	723
CCOC(=O)c1ccc(NC(=O)CCc2nnc3ccc(N4CCN(C)CC4)nn23)cc1	i	28	i	1.9	-8	710
CC1CC(C)CN(CCCNS(=O)(=O)c2cc(Br)cc3c2N(C(=O)C2CC2)CC3)C1 (centres undefined)	i	30	?	/	-4	801
COc1ccc(S(=O)(=O)NCc2ccccn2)cc1Br	i	44	i	0.6	-20	813
CCOC(=O)CNC(=O)CSc1nnc(NC(=O)c2ccc(S(=O)(=O)N3CCOCC3)cc2)s1	i	31	i	0.8	10	817
COc1ccc(C(OC(=O)c2ccco2)C(=O)NC2CCCC2)cc1 (centres undefined)	i	52	i	0.3	-3	743
COc1ccc2cc(C(C)C(=O)N3CCC(C)CC3)ccc2c1 (centres undefined)	i	8	i	0.5	-40	776
Cc1ccc(NC(=O)CSc2nnc(C3CC3)n2CC2CCCO2)c(C)c1 (centres undefined)	i	45	i	2.3	-3	842
CCCN1CCN(C(=O)C2CCCN(c3ncnc4c3nc3n4CCCCC3)C2)CC1 (centres undefined)	i	28	i	4.8	-24	723
O=C(NN=C1CCCCCC1)c1ccncc1	i	9	i	0.5	-5	704
CCN(c1cccc(C)c1)S(=O)(=O)c1ccc2c(c1)NC(=O)CCS2	i	38	i	0.4	15	717
CS(=O)(=O)N1CCc2cc(C(=O)Nc3ccc(O)cc3)ccc21	i	61	i	2.5	13	851
CC(C)CCN1C(=O)c2ccc(C(=O)Nc3cc(C(=O)O)cc(C(=O)O)c3)cc2C1=O	i	53	i	0.1	-1	790
CN(C)Cc1c(C(=O)N/N=C/c2cccc3ccccc23)nnn1-c1nonc1N	i	44	?	/	-2	739
CS(=O)(=O)N1CCN(c2ccccc2NC(=O)Nc2cccc(Cl)c2)CC1	i	53	i	0.5	-4	770
O=[N+]([O-])c1cccc(NC(=S)N2CCc3ccccc32)c1	i	18	i	2.6	-9	680
CN(c1ccc(C(=O)NCCCn2ccnc2)cc1)S(C)(=O)=O	i	26	i	0.5	-2	828
CC(C)c1ccc(NC(=O)CSc2n[nH]c(=O)n2-c2cccnc2)cc1	i	63	i	0.9	14	649
COc1ccccc1CC(=O)Nc1ncc(C)s1	i	62	i	0.7	-3	824
Cc1cc(Cl)ccc1NC(=O)CN1CCCC1	i	/	i	0.3	16	813
O=C(c1ccc(OC2CCN(Cc3ccccc3OC(F)F)CC2)cc1)N1CCCC1	i	44	i	2.2	-6	742
CC(=O)c1ccc(S(=O)(=O)NCCC(=O)OCC(=O)NCCc2ccccc2)cc1	i	72	i	2.0	-21	791
Cc1ccc(CN2CCCOCCS2(=O)=O)cc1	i	18	i	1.3	3	806
O=C(Nc1ccc(Cl)c(Cl)c1)N1CCOCC1	i	21	i	0.7	4	799
COc1ccc(-c2cc3c(=O)n(CC(=O)Nc4ccc(Cl)cc4)nc(C)n3n2)cc1	i	4	i	1.3	2	707
Cc1snc(SCc2ccc(Cl)cc2)c1C#N	i	25	i	0.2	8	423
COc1ccc(S(=O)(=O)NC2CCCCCC2)c(OC)c1	i	25	i	2.4	1	874
Cc1cc(OCC(=O)N2CCN(c3ccccc3)CC2)c2c(C)c(C)c(=O)oc2c1	i	18	i	0.2	6	694
Cc1ccccc1-n1c(SCC(=O)N2CCCCC2)nc(O)cc1=O	i	48	i	1.0	2	648
COCC1CCN(C(=O)C2CCC(=O)N(CCc3cccc(F)c3)C2)CC1 (centres undefined)	i	7	i	0.3	-2	692
COc1ccccc1CNC(=O)C(=O)c1cn(CC(=O)N2CCCC2)c2ccccc12	i	17	i	0.9	-10	740

Laid out differently: entries from further up.
Molecule | T cell modulator | T cell modulator vesicle-bound % | Myeloid diff MLP | Myeloid diff MLP GFP+ MAC1+ % | Hep lipid drop | Hep lipid drop cells 6.5 µM
O=C(Nc1ccc(Cl)c(Cl)c1)N1CCOCC1 | i | 21 | i | 0.7 | 4 | 799
COc1ccc(-c2cc3c(=O)n(CC(=O)Nc4ccc(Cl)cc4)nc(C)n3n2)cc1 | i | 4 | i | 1.3 | 2 | 707
Cc1snc(SCc2ccc(Cl)cc2)c1C#N | i | 25 | i | 0.2 | 8 | 423
COc1ccc(S(=O)(=O)NC2CCCCCC2)c(OC)c1 | i | 25 | i | 2.4 | 1 | 874
Cc1cc(OCC(=O)N2CCN(c3ccccc3)CC2)c2c(C)c(C)c(=O)oc2c1 | i | 18 | i | 0.2 | 6 | 694
Cc1ccccc1-n1c(SCC(=O)N2CCCCC2)nc(O)cc1=O | i | 48 | i | 1.0 | 2 | 648

(continued)
SMILES	T cell modulator	T cell modulator vesicle-bound %	Myeloid diff MLP	Myeloid diff MLP GFP+ MAC1+ %	Hep lipid drop	Hep lipid drop cells 6.5 µM
CCCCc1cc(=O)oc2cc(C)cc(OCC(=O)NCc3cccnc3)c12	i	32	i	1.4	-24	699
COc1ccccc1Cn1c(=S)[nH]c2cc(C(=O)NC(C)C)ccc2c1=O	i	13	i	0.2	2	823
Cc1ccc(NC(=O)C2CCCN(C(=O)NCc3ccccc3)C2)c(C)c1 (centres undefined)	i	47	i	5.2	-14	765
COc1cccc(NC(=O)C2CC(=O)N(Cc3ccc(C)cc3)C2)c1 (centres undefined)	i	52	i	1.2	-1	833
O=C(N1CCOCC1)N1CCN(S(=O)(=O)c2ccc(F)cc2)CC1	i	54	i	0.5	-5	852
C/C(=N\Nc1nncc2ccccc12)c1ccc(OCC(=O)N(C)C)cc1	i	19	i	1.2	16	827
O=C(N/N=C/c1cc(Br)c(Br)o1)c1cc2ccccc2o1	i	12	i	1.0	16	796
Cc1csc(CN(C)C(=O)c2cn(Cc3cccc4ccccc34)nn2)n1	i	10	i	0.8	18	766
O=C(O)CN1C(=O)NC2(CCCc3ccccc32)C1=O (centres undefined)	i	19	i	1.0	5	718
CC(C)c1ccc(NS(=O)(=O)c2ccc(-n3cccn3)cc2)cc1	i	39	i	0.0	26	710
O=C(N/C(=C\c1cccc(Br)c1)C(=O)N1CCCCC1)c1ccco1	i	22	i	0.8	2	821
O=c1[nH]c2ccc(S(=O)(=O)Nc3ccc(Cl)cc3)cc2o1	i	64	i	1.5	-88	640
C=CCNC(=S)/N=c1/ccccn1Cc1ccccc1	i	59	i	0.7	-45	737
Cc1ccc(NC(=O)C2CCN(S(=O)(=O)c3ccc(N4CCCC4=O)cc3)CC2)cc1Cl	i	12	?	/	-51	623
COc1ccc(NC(=S)NC(=O)c2cc3ccccc3o2)c(OC)c1	i	47	i	0.5	-20	645
O=C(Cc1ccc(Cl)cc1)NCCCNC(=O)c1cccnc1	i	43	i	0.9	-12	856
COc1ccc(N2CCN(CCNS(=O)(=O)c3ccc(C)cc3)CC2)cc1	i	22	i	0.6	0	756
COc1cc(Cl)c(NS(=O)(=O)c2c(C(=O)N3CCCC3)c(C)n(C)c2C)c(OC)c1	i	8	i	1.8	-21	706
O=S(=O)(/C=C/c1cccc(Br)c1)N1CCOCC1	i	23	i	0.5	9	731
Cc1ccccc1OC(C)C(=O)Nc1ccc2c(c1)OCO2 (centres undefined)	i	14	i	0.8	-54	694
CCOC(=O)C1CCCN(S(=O)(=O)c2cnc(Cl)c(Br)c2)C1 (centres undefined)	i	8	i	3.3	3	640
O=c1c2[nH]cnc2n(-c2ccccc2)c(=O)n1Cc1ccccc1	i	49	i	1.4	-5	836
COc1ccc(-c2nnc(SCC(=O)N3CCCC3)o2)c(OC)c1	i	20	i	2.0	-3	753
CCN1CCN(c2nc3c(C)cccn3c(=O)c2C=C(C#N)C#N)CC1	i	24	i	0.3	5	821
Cc1occc1C(=O)N(C)Cc1nc(-c2ccc(Cl)cc2)no1	i	40	i	0.7	-1	819
COc1ccc(COC(=O)C2=C(C)NC(=O)NC2c2ccc(OC)cc2)cc1 (centres undefined)	i	54	i	1.7	-6	830
COc1ccc2[nH]cc(CCNC(=O)COc3cc(C)cc4oc(=O)cc(C)c34)c2c1	i	34	i	2.6	-16	815
O=C(CCCc1ccccc1)Nc1ccnn1C1CCN(Cc2ccccc2)CC1	i	20	?	/	17	694
COc1cc(CNc2ccc3[nH]c(=O)[nH]c3c2)ccc1OCc1ccc(F)cc1	i	63	i	1.7	18	837
Cc1cc(NC(=O)CSc2nccn2-c2cccc(Cl)c2)no1	i	70	i	0.5	-6	876

Arranged by SMILES length (lowest first): some entries from above
SMILES	T cell modulator	T cell modulator vesicle-bound %	Myeloid diff MLP	Myeloid diff MLP GFP+ MAC1+ %	Hep lipid drop	Hep lipid drop cells 6.5 µM
COc1ccc(-c2nnc(SCC(=O)N3CCCC3)o2)c(OC)c1	i	20	i	2.0	-3	753
O=C(CCCc1ccccc1)Nc1ccnn1C1CCN(Cc2ccccc2)CC1	i	20	?	/	17	694
CCN1CCN(c2nc3c(C)cccn3c(=O)c2C=C(C#N)C#N)CC1	i	24	i	0.3	5	821
COc1ccc(COC(=O)C2=C(C)NC(=O)NC2c2ccc(OC)cc2)cc1 (centres undefined)	i	54	i	1.7	-6	830
COc1cc(CNc2ccc3[nH]c(=O)[nH]c3c2)ccc1OCc1ccc(F)cc1	i	63	i	1.7	18	837
COc1ccc2[nH]cc(CCNC(=O)COc3cc(C)cc4oc(=O)cc(C)c34)c2c1	i	34	i	2.6	-16	815

Further entries follow.
SMILES	T cell modulator	T cell modulator vesicle-bound %	Myeloid diff MLP	Myeloid diff MLP GFP+ MAC1+ %	Hep lipid drop	Hep lipid drop cells 6.5 µM
COc1ccccc1N(CC(=O)NCCSCc1ccco1)S(=O)(=O)c1ccccc1	i	26	i	0.3	-28	777
COC(=O)c1cc(C)sc1NC(=O)CN1CCN(C(=O)c2ccco2)CC1	i	29	i	0.9	4	699
Cc1c(CCC(=O)O)c(=O)oc2cc(OCc3ccccc3Br)ccc12	i	36	i	0.6	3	798
CC(NC(=O)CCc1ccccc1)c1ccc2c(c1)OCO2 (centres undefined)	i	23	i	0.3	1	843
CC(=O)Nc1ccc(S(=O)(=O)NNc2ccc([N+](=O)[O-])cc2)cc1	i	34	i	0.2	2	828
C/C(=N\Nc1c(F)c(F)c(Br)c(F)c1F)c1ccncc1	i	47	i	0.7	1	784
COc1ccc(-c2nn3c(=O)c(C)nnc3s2)cc1	i	26	i	0.4	1	820
COc1ccc(-c2noc(N3CCC(C(=O)NCCCN4CCCC(C)C4)CC3)n2)cc1 (centres undefined)	i	51	i	2.1	0	721
CC(=O)c1ccc(NC(=O)CN2C(=O)COc3ccc(S(=O)(=O)N4CCCC4)cc32)cc1	i	16	i	1.2	22	737
CCOC(=O)C1CCCN(CC(=O)Nc2nc(-c3ccccc3)cs2)C1 (centres undefined)	i	17	i	0.3	0	771

The list is partial (hit frequency here may not be typical).
